LYPLA2 inh = LYPLA2 inhibitors, primary screen, counter-screen for PME1 inhibitor project, biochemical, fluorescence polarization, FP-Rh probe ABPP; recombinant LYPLA2; inhibition, % at 5.9 µM; hit rate 0.38% among 320,000;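 active means inhibition above the screen-wide mean plus 3 SD, limit set per campaign, cut at about 26% in these data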;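 further: 0% = LYPLA2 with DMSO and 100% = wells lacking LYPLA2 enzyme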
Target sequence (O95372 whole entry, looked up): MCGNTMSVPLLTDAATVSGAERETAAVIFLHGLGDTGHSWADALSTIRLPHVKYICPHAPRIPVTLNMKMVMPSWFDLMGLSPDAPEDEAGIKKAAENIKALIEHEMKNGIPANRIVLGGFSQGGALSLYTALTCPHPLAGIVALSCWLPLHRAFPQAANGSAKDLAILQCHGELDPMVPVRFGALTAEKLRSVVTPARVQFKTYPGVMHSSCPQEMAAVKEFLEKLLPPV
PAFAH2 inh = PAFAH2 enzyme inhibitors, primary screen, biochemical, fluorescence polarization, human. Platelet-activating factor acetylhydrolase 2, cytoplasmic (Homo sapiens), Q99487. recombinant PAFAH2, FP-rhodamine activity probe. inhibition, % at 3.39 µM. hit rate 0.99% among 340,000. AID 492956, 2010;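 active means inhibition above the mean over all tested compounds plus 3 SD, cut at about 30% in these data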;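 further: inhibitors block probe labeling of enzyme so polarization drops; 0% = enzyme with DMSO and 100% = wells lacking PAFAH2 protein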
PAD4 FP inh = human PAD4 inhibitors, primary screen, biochemical, fluorescence polarization, 1536-well format; Protein-arginine deiminase type-4 (Homo sapiens), Q9UM07; recombinant PAD4, RCA probe fluorescence polarization; inhibition, % at 6.36 µM; hit rate 0.41% among 330,000; AID 485272, 2010;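 active means percent inhibition above a cutoff equal to the mean of all tested compounds plus 3 SD, cut at about 15% in these data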;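 further: 0% = PAD4 with RCA probe and DMSO and 100% = probe without PAD4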
GSTO1 counter = inhibitors of recombinant GSTO1, primary screen, counter-screen for RBBP9 inhibitor project, biochemical, fluorescence polarization; Glutathione S-transferase omega-1 (Homo sapiens), P78417; hit rate 1.1% among 300,000; activity-based probe fluorescence polarization; AID 1974, 2009; inhibition, % at 5.96 µM;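 active means inhibition above the campaign mean inhibition plus 3 SD, cut at about 35% in these data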;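 further: 0% = GSTO1-1 with DMSO and 100% = wells lacking GSTO1-1 enzyme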
Target sequence (P78417 whole entry, looked up): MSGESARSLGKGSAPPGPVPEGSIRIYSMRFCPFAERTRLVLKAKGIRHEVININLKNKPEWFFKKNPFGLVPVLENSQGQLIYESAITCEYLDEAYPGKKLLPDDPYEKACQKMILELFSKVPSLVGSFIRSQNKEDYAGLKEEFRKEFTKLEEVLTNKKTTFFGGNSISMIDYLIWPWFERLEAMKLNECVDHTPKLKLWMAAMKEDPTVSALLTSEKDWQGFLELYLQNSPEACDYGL
LYPLA1 counter = LYPLA1 inhibitors, primary screen, counter-screen for PME1 inhibitor project, biochemical, fluorescence polarization, FP-Rh probe ABPP | Acyl-protein thioesterase 1 (Homo sapiens), O75608 | recombinant LYPLA1 | inhibition, % at 5.9 µM | hit rate 0.16% among 320,000 | AID 2174, 2009;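 active means inhibition above the mean of all tested compounds plus 3 SD, set per campaign, cut at about 14% in these data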;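 further: inhibitors block serine hydrolase probe labeling of LYPLA1 so polarization falls; 0% = enzyme with DMSO and 100% = wells lacking LYPLA1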
PAFAH1B3 FP inh = PAFAH1B3 enzyme inhibitors, primary screen, biochemical, fluorescence polarization, human; Platelet-activating factor acetylhydrolase IB subunit alpha1 (Homo sapiens), Q15102; recombinant PAFAH1B3, FP-rhodamine probe; inhibition, % at 3.39 µM; hit rate 0.28% among 340,000; AID 492972, 2010;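 active means inhibition above the screen-wide average of all tested compounds plus 3 SD, cut at about 25% in these data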;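 further: 0% = enzyme with DMSO only and 100% = wells lacking PAFAH1B3 protein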
Target sequence (Q15102 whole entry, looked up): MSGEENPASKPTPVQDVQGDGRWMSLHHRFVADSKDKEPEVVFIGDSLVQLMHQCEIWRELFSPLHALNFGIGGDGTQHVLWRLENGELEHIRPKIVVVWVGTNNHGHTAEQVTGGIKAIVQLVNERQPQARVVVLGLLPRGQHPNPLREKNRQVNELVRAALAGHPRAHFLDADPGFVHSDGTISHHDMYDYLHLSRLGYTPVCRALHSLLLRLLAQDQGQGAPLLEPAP
ZTA DNA inh = counter-screen for EBNA-1 inhibitors: inhibitors of Epstein-Barr virus ZTA; P03206; ZTA-DNA binding, fluorescence polarization; inhibition, % at 11 µM; hit rate 0.15% among 320,000; AID 2234; in the data active means inhibition above about 33%
Target sequence (P03206 whole entry, looked up): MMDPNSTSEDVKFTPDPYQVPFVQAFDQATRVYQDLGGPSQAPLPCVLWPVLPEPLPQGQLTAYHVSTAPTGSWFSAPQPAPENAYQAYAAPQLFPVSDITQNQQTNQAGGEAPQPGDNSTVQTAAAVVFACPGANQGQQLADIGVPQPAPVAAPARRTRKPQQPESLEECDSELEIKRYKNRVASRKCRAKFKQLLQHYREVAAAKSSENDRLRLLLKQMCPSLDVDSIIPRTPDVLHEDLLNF
PREPL inh = PREPL enzyme inhibitors, primary screen, biochemical, fluorescence polarization. inhibition, % at 5.96 µM. AID 2751, 2010. Prolyl endopeptidase-like (Homo sapiens), Q4J6C6. hit rate 0.68% among 320,000. recombinant PREPL, fluorescence polarization activity-based probe; in the data active means inhibition above about 43%;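 further: 0% = enzyme with DMSO and 100% = wells lacking enzyme; many of its hits are not listed in these tables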
EBNA-1 inhibitor = EBNA-1 DNA-binding inhibitors, primary screen, biochemical, fluorescence polarization; inhibition, % at 14.8 µM; hit rate 0.34% among 300,000; AID 1950, 2009; in the data active means inhibition above about 28%
* hit, by the source's call; / = not tested or not shown.

| molecule | LYPLA2 inh | PAFAH2 inh | PAD4 FP inh | GSTO1 counter | LYPLA1 counter | PAFAH1B3 FP inh | ZTA DNA inh | PREPL inh | EBNA-1 inhibitor |
| --- | --- | --- | --- | --- | --- | --- | --- | --- | --- |
| O=C(Nc1ccc(O)c(-c2nc3ccccc3s2)c1)C1=COCCO1 | 5 | 9 | -1 | 10 | 2 | 7 | 6 | 5 | 1 |
| CC(Oc1ccc(Br)cc1)C(=O)NCc1ccccn1 (configuration not stated) | -5 | 3 | 1 | -3 | -2 | 19 | 12 | -6 | -8 |
| Cc1ccc2c(c1)c1c(n2CC(O)Cn2nc(C)c(Br)c2C)CCCC1 (configuration not stated) | -4 | 0 | 2 | 29 | -3 | 2 | 5 | 6 | -5 |
| COc1ccc(N2CCN(C(=S)Nc3ccccc3OC)CC2)cc1 | -9 | 6 | 0 | 8 | -4 | 5 | 14 | 10 | 5 |
| Cc1ccc2cccc(NC(=S)NC(=O)c3ccccc3)c2n1 | -8 | -5 | -3 | -1 | -8 | 5 | 0 | 6 | 1 |
| CC(=O)Nc1ccc(S(=O)(=O)N2CCC(c3nc4ccc(C)cc4[nH]3)CC2)cc1 | -6 | -2 | 4 | 6 | -1 | 14 | 8 | -2 | 6 |
| Cc1nnc(N2C(=O)c3cccc4cccc(c34)C2=O)s1 | -2 | -1 | -1 | 6 | -1 | 3 | -5 | -1 | 5 |
| O=C(COC(=O)C1CC(O)CN1S(=O)(=O)c1ccc(Cl)cc1)c1ccccc1Cl (configuration not stated) | -7 | 0 | -2 | -2 | 1 | 7 | 15 | 14 | 4 |
| CCN(C(=O)Cn1cnc2ccccc2c1=O)C1CCS(=O)(=O)C1 (configuration not stated) | -6 | 2 | 0 | -3 | -1 | 5 | 4 | -2 | -7 |
| CCC(=O)Nc1nc2c(c(=O)[nH]1)CCCC2 | -5 | -3 | -2 | 0 | 0 | -4 | -4 | 3 | -22 |
| COC(=O)CCC(=O)CN | 0 | -6 | -1 | 8 | 3 | -2 | -6 | 0 | 7 |
| CCOc1ccc(-c2[nH]ncc2Oc2cccc(OC)c2)c(O)c1 | -11 | 6 | -4 | -7 | -10 | 15 | 5 | 9 | -1 |
| CCOc1ccc2nc(N3CCC(C(=O)N4CCN(C(=O)c5ccco5)CC4)CC3)sc2c1 | 6 | 4 | -5 | -1 | 3 | 5 | 10 | 13 | 11 |
| CC1=NN(C(=O)c2c(Br)c(C)nn2C)C(O)(C(F)(F)F)C1 (configuration not stated) | 5 | 3 | -2 | 1 | 6 | 3 | -3 | -5 | -1 |
| Cc1ccc(Nc2nc(N)c([N+](=O)[O-])c(NCc3ccco3)n2)cc1C | -14 | 6 | 0 | -7 | -7 | 12 | -3 | -9 | -5 |
| CCOC(=O)N1CCc2c(sc3nc(SC(C)C)n(N)c(=O)c23)C1 | 7 | 2 | -3 | 0 | 0 | 9 | 2 | -1 | 15 |
| CCc1cccc(C)c1NC(=O)C1CCCN1C(=O)NCc1ccccc1 (configuration not stated) | -10 | -4 | 0 | 8 | -6 | 3 | 0 | -5 | -10 |
| COc1ccc(N(CC(=O)NC2CCCC2)C(=O)Cn2nnc(-c3ccc(C)cc3)n2)cc1 | -3 | -1 | 1 | -4 | -1 | 2 | 11 | 4 | 6 |
| CN1/C(=C\C(=O)c2cccs2)C(C)(C)c2ccccc21 | 0 | -2 | -3 | -4 | 4 | 6 | -9 | 2 | -10 |
| O=C(c1ccccc1)N1CCSC1=S | 0 | -1 | -3 | -7 | -2 | 2 | 4 | 10 | 7 |
| CCCc1cc(C(=O)NC(C)C2CCCO2)cs1 (configuration not stated) | -3 | 0 | -5 | -2 | -2 | 3 | -21 | 0 | 14 |
| O=C(Nc1ccc(F)cc1F)c1cccc(C(=O)Nc2ccc(F)cc2F)n1 | 12 | -8 | -6 | 1 | -1 | -6 | 8 | 7 | 8 |
| [O-]/C(=C(\C(=S)Nc1cccc2ccccc12)[n+]1ccccc1)c1cccs1 | 4 | 1 | 11 | 37* | -2 | 8 | -3 | 35 | 7 |
| CCOC(=O)c1c(NC(=O)Nc2ccc(Cl)cc2)sc(C)c1C | 5 | -8 | -2 | -6 | 4 | 1 | -22 | -3 | -1 |
| COC(CNC(=O)c1cc(S(=O)(=O)N2CCc3ccccc32)ccc1F)OC | 0 | 10 | 1 | -1 | 3 | 0 | 16 | 1 | 11 |
| COc1cc2c(cc1OC)C(c1ccsc1)CC(=O)N2 (configuration not stated) | -4 | 0 | -4 | 12 | -1 | 1 | 4 | 6 | 5 |
| COc1ccc2o/c(=N\O)c(C(=O)Nc3ccccc3OC)cc2c1 | -10 | -3 | -24 | -20 | -4 | -4 | 5 | 2 | -16 |
| O=C(c1cc(-c2ccc(O)cc2)on1)N1CCOCC1 | -2 | 3 | 4 | 0 | -1 | 2 | -3 | 2 | -1 |
| Cn1c(=O)c2c(nc(CN3CCN(c4ccccc4)CC3)n2CCCc2ccccc2)n(C)c1=O | 7 | / | -5 | 0 | 1 | / | -13 | 18 | -12 |
| Nc1nc(-c2ccc(-n3nncc3-c3ccco3)cc2)cs1 | 8 | / | -2 | -7 | 4 | / | 3 | 8 | -2 |
| Cc1cc(C)n2c(SCC(=O)NC3CCCC(C)C3C)nnc2n1 (configuration not stated) | 0 | 1 | -11 | 6 | 4 | -2 | 16 | 5 | -7 |
| O=C(C1COc2ccccc2O1)N1CCN(c2ccc(F)cc2)CC1 (configuration not stated) | 4 | 3 | 0 | 1 | 0 | -1 | -8 | 4 | -2 |
| COc1ccc(N2C(=O)C3CCCN3C2c2ccccc2Cl)cc1 (configuration not stated) | -1 | -5 | -1 | 0 | 3 | 3 | 10 | 0 | 8 |
| Cc1c(Cl)cccc1NC(=O)CSc1nnc(C)n1-c1ccccc1 | 7 | 8 | -1 | 0 | 0 | 4 | -7 | 6 | 3 |
| O=C(O/N=C\c1ccc(N2CCOCC2)c([N+](=O)[O-])c1)c1ccc(F)cc1 | 11 | 1 | -6 | -2 | 5 | 4 | -10 | 23 | -8 |
| CC(Oc1cccc(Br)c1)C(=O)Nc1cccc(S(=O)(=O)N2CCOCC2)c1 (configuration not stated) | / | 2 | 0 | / | / | 16 | / | 1 | / |
| O=S(=O)(c1ccc2c(c1)OCO2)N1CCN(c2nnnn2-c2ccccc2)CC1 | 4 | -2 | -6 | 4 | -3 | 1 | 4 | 10 | 18 |
| COc1ccccc1CNC(=O)COC(=O)c1nccnc1N | -5 | 4 | -9 | -4 | -3 | 1 | -1 | 16 | -7 |
| Cc1cc(C)n2cc(CSc3nc4ccccc4s3)nc2n1 | -1 | -8 | 4 | 3 | 0 | 3 | -3 | 0 | -3 |
| CC(C)(C)c1nc2ccc(NS(=O)(=O)c3ccc(F)c(F)c3F)cc2[nH]1 | -3 | 0 | -3 | 3 | -2 | 0 | 12 | -4 | 16 |
| CCOc1ccc(C2c3c(oc4ccccc4c3=O)C(=O)N2CCCN2CCOCC2)cc1 (configuration not stated) | -6 | 4 | -1 | 4 | -3 | 8 | -4 | 2 | 1 |
| O=C(Nc1cc(Cl)ccc1-n1cncn1)c1ccc(Br)o1 | 1 | 6 | 1 | 7 | 2 | -1 | -3 | 9 | 3 |
| CCOc1ccccc1NC(=O)C(=O)NCCC1=CCCCC1 | -3 | 1 | 1 | -4 | 0 | 10 | -7 | -5 | -20 |
| Cc1cc(O)c(-c2ccno2)cc1Cl | -7 | -3 | -5 | -15 | -7 | 11 | -6 | -6 | 9 |
| CCCC(=O)N1CC(=O)Nc2ccc(F)cc2C1c1ccccc1 (configuration not stated) | 7 | -3 | 0 | -4 | 2 | 1 | 2 | 20 | 3 |
| CCOC(=O)C1C(=O)NCC1c1ccccc1 (configuration not stated) | -8 | 4 | -4 | -8 | -4 | -3 | 15 | -3 | 19 |
| O=C(O)c1ccc(-c2ccc(O)c(F)c2)cc1 | 8 | 3 | -2 | -3 | 4 | 1 | -14 | -1 | 7 |
| COc1ccc(CCN(C)Cc2cccc3ccccc23)cc1OC | -1 | 0 | -2 | -2 | -1 | 6 | 1 | -34 | -2 |
| O=C(CN1N=C(c2ccc(Cl)cc2)CCC1=O)NCc1cccs1 | -5 | / | 2 | -10 | -4 | / | 10 | -11 | -11 |
| O=C(CSc1nnc2ccccn12)NC(=O)NC1CCCC1 | -8 | -11 | -5 | 6 | -1 | 8 | -1 | 5 | -11 |

Other entries:
| molecule | LYPLA2 inh | PAFAH2 inh | PAD4 FP inh | GSTO1 counter | LYPLA1 counter | PAFAH1B3 FP inh | ZTA DNA inh | PREPL inh | EBNA-1 inhibitor |
| --- | --- | --- | --- | --- | --- | --- | --- | --- | --- |
| Cc1nn(C)cc1/C=N/NC(=O)C(C)(C)Oc1ccc(Cl)cc1 | 4 | 3 | -4 | 2 | 1 | 4 | 1 | 7 | 8 |
| Cc1ccc(N(CC(O)CN2C(=O)NC(C)(C)C2=O)S(=O)(=O)c2ccc([N+](=O)[O-])cc2)cc1 (configuration not stated) | 1 | 6 | -2 | 15 | 1 | 4 | -2 | 24 | -4 |
| Cc1nnc(SCC(=O)NCc2ccccc2Cl)n(N)c1=O | 0 | 1 | -4 | 12 | 1 | 0 | 10 | -8 | -1 |
| CC(=O)Nc1ccc(S(=O)(=O)NCc2ccc(C(=O)NCc3ccc4c(c3)OCO4)cc2)cc1 | 2 | -3 | -1 | 2 | -4 | -6 | -16 | -1 | -1 |
| Cn1c(=O)c2c(SCC(=O)NC3CCCC3)nc(CC(C)(C)C)nc2n(C)c1=O | -3 | 2 | 0 | 0 | -2 | 1 | 9 | -1 | 9 |
| Cc1cc2c(c(=O)n1CCN(C)C)C(c1ccncc1)C(C#N)=C(N)O2 (configuration not stated) | 1 | -2 | -4 | -8 | 2 | -4 | -4 | 4 | -13 |
| CCN1CC(c2ccccc2)C(c2ccc(Cl)cc2)=N1 (configuration not stated) | 0 | 0 | -5 | 2 | 4 | 1 | 10 | 1 | 11 |
| CO/N=C/c1ccc(N2CCCC2)c([N+](=O)[O-])c1 | 2 | -2 | -1 | -1 | 0 | 8 | -4 | 2 | -2 |
| O=C1CN(C(=O)c2cc3ccccc3oc2=O)C(c2ccc(F)cc2)c2cc(Br)ccc2N1 (configuration not stated) | 2 | 3 | 2 | -1 | 0 | 7 | 15 | -8 | 0 |
| COC(=O)Cn1cc(C#N)c2ccccc21 | 0 | 0 | 1 | 4 | 0 | 8 | 7 | -3 | -7 |
| CCC1(c2ccc(Cl)cc2)NC(=O)N(CC(=O)NCc2ccc(F)cc2)C1=O (configuration not stated) | -2 | -10 | 8 | 5 | -1 | 0 | -12 | -3 | -1 |
| O=C(NCCCn1ccnc1)c1ccc(Br)o1 | 2 | 8 | -2 | 0 | 5 | 5 | 11 | 4 | 9 |
| Cc1ccc(NC(=O)C2CCN(S(=O)(=O)c3ccc4c(c3)NC(=O)CO4)CC2)cc1C | 1 | -4 | 2 | -1 | -1 | 6 | -1 | 3 | -1 |
| CCCNC(=O)c1ccccc1NC(=O)C1COc2ccccc2O1 (configuration not stated) | -2 | 4 | 5 | 15 | -2 | 7 | -9 | -4 | -9 |

An excerpt, so the mix of outcomes need not match the whole.
